TcdB GH inh = TcdB glycohydrolase inhibition | hit rate 0.24% among 350,000 | inhibition, % at 9.99 µM | P18177 | TcdB glycohydrolase enzymatic assay, plate reader | AID 652162; in the data active = inhibition above about 10%
Target sequence (P18177 whole entry, looked up): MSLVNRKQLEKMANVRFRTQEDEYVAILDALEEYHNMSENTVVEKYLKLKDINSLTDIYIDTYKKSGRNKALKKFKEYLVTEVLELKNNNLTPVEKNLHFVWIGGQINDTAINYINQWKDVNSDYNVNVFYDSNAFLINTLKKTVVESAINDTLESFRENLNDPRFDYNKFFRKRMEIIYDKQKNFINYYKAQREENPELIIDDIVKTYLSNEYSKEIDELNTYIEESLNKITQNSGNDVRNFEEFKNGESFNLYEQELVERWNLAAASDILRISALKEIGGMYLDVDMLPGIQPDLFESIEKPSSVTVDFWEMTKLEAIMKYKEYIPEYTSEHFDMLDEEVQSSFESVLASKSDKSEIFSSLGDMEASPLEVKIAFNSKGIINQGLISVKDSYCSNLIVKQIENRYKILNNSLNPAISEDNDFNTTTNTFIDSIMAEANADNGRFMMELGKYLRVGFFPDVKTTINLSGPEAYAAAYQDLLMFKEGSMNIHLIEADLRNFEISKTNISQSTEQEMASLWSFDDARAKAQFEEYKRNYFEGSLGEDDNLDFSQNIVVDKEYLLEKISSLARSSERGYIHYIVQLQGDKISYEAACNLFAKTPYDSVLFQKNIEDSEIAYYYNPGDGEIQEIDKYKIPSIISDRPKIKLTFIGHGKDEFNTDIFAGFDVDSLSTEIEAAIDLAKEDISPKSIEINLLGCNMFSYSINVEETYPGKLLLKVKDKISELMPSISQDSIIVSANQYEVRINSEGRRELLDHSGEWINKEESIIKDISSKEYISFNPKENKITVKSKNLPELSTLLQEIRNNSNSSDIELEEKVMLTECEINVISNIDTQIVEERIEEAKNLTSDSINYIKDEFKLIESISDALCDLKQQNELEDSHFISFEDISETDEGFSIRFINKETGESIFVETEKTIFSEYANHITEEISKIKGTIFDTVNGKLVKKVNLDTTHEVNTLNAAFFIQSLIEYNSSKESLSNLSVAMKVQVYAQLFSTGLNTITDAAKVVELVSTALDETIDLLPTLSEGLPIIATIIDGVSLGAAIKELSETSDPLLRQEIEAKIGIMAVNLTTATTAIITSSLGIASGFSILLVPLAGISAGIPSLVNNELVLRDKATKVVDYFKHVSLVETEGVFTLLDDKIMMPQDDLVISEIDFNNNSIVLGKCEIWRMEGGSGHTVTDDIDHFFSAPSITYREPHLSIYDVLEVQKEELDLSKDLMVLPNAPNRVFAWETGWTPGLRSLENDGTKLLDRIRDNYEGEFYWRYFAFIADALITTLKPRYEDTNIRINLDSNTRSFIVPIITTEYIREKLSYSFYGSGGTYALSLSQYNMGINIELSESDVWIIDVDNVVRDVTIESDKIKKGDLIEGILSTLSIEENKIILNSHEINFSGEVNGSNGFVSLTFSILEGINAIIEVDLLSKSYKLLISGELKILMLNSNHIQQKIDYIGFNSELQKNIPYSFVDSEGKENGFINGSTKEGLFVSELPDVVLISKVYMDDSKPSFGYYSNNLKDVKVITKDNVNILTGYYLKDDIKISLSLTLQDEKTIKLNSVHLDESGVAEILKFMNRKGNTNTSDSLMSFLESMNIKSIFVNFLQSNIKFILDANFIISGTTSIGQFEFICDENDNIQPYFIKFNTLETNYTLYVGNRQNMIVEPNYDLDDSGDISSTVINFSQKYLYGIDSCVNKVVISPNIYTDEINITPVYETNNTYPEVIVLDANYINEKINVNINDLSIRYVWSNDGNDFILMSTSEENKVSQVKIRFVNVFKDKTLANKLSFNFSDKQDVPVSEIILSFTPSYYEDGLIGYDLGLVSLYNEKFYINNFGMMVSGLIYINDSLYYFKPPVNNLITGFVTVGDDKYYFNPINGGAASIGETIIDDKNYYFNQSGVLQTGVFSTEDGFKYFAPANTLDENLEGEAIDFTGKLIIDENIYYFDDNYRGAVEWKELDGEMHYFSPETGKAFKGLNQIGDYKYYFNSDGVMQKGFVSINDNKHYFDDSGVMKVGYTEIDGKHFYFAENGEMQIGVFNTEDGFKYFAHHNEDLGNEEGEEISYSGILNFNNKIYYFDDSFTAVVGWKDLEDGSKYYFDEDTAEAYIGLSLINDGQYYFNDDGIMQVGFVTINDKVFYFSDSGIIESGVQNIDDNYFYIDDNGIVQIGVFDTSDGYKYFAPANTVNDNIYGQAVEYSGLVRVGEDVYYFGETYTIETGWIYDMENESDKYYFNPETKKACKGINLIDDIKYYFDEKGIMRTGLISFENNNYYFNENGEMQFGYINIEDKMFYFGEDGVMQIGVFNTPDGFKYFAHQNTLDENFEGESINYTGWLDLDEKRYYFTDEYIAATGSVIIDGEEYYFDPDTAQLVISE
PrPC surface inh = reduces human prion protein on the cell surface; cell surface PrPC, TR-FRET read-out; inhibition, % at 13.8 µM; hit rate 0.43% among 370,000; in the data active = inhibition above about 24%; note: 0% = median of the test wells and 100% = reference compound wells
CCHFV vOTU inh = blocks the CCHF virus ovarian tumor domain protease; hit rate 0.55% among 370,000; CCHFV vOTU protease, Pep-AMC fluorescence; inhibition, % at 11.5 µM; in the data active = inhibition above about 30%; note: 0% = vehicle wells with enzyme and 100% = no enzyme wells
Numbers without * were called inactive; & = joins results of further samples.

SMILES | TcdB GH inh | PrPC surface inh | CCHFV vOTU inh
Nc1ccn([C@@H]2O[C@H](C(=O)N[C@H](Cc3ccccc3)C(=O)N3CCSC3)[C@@H](O)[C@H]2O)c(=O)n1 | 0.0 | -5 | 1
CC(C)OC(=O)CC(=O)CC(O)c1cccc([N+](=O)[O-])c1 (stereo unspecified) | -0.4 | 2 | -5
CCCOc1ccc(S(=O)(=O)N2C(=O)CC(=O)N(Cc3ccc(OCC)cc3)C2=O)cc1 | 0.4 | 6 | -10
O=C(C[C@H]1CC[C@H]2[C@@H](COC[C@@H](O)CN2Cc2cc(F)ccc2F)O1)NCc1ccc(Cl)cc1 | 0.1 | 1 | 6
CCCCNC(=O)c1nc(-c2cccs2)oc1-c1ccc(Cl)cc1 | 0.3 | -4 | 8
CC1(C(=O)Nc2ccc3c(c2)OCCO3)CN(S(C)(=O)=O)CC(=O)N1CCc1ccc(O)cc1 (stereo unspecified) | 0.5 | 3 | 9
CCc1noc2cc(-c3ccccc3)n(C)c(=O)c12 | 0.7 | 6 | -7
Cc1ccc(S(=O)(=O)N2C3CCCCC3O[C@H]2CC(=O)c2cccs2)cc1 (stereo partly specified) | 1.9 | -9 | 22
COC(=O)[C@]12C[C@H](CC(=O)NCc3cccs3)C(=O)N(CCC3=CCCCC3)C1=C[C@H](COCc1ccccc1)O[C@@H]2C | 0.7 | -7 | 8
COc1cccc(-c2cc(CNC(=O)[C@@H](Cc3ccccc3)NC(=O)[C@H]3O[C@@H](n4cnc(C(N)=O)n4)[C@H](O)[C@@H]3O)no2)c1 | 2.3 | 4 | -4
COc1ccc(SSc2ccc(OC)cc2C(=O)O)c(C(=O)O)c1 | 0.2 | -5 | 8
COC(=O)[C@@]12C[C@@H](CC(=O)NCc3ccccc3)C(=O)N(Cc3ccco3)C1=CCC(C)(C)C2 | 1.0 | 6 | 8
CCn1cc(C(=O)NCc2cccs2)c(=O)c2cc(S(=O)(=O)N3CCOCC3)ccc21 | 0.5 | 1 | -1
O=C(NCc1ccco1)C(=O)NN=Cc1ccccc1O | -0.5 | 9 | -6
Cc1cc(O)cc(=O)n1-c1cccc(C(F)(F)F)c1 | 0.5 | -7 | 1
O=C(NC1CCCCC1)N1Cc2ccc(Br)cc2-n2nncc2C1 | 0.4 | 0 | -11
O=C(Oc1ccccc1)c1cccc2cccc(C(=O)Oc3ccccc3)c12 | 0.7 | 2 | -6
CC[C@]12CCN(CC3(O)CC3)[C@H](Cc3ccc(O)cc31)C2(C)C | 0.6 | -3 | 5
CCc1cc2c(nc1CC)CCCN2S(=O)(=O)c1ccccc1 | 2.4 | -2 | 2
COC(=O)[C@]12C[C@H](CC(=O)NCC34CC5CC(CC(C5)C3)C4)C(=O)N(CCC3=CCCCC3)C1=C[C@H](C(C)(C)C)O[C@@H]2C | 0.3 | 7 | -9
C[C@H]1CN([C@@H](C)CO)S(=O)(=O)c2ccc(Br)cc2O[C@H]1CN(C)C(=O)c1ccccc1F | 0.5&-0.3 | -6 | 22
COC(=O)C1=C(C)N(Cc2ccc(C(F)(F)F)cc2)C(=NCc2ccc3c(c2)OCO3)NC1c1ccccc1C(F)(F)F (stereo unspecified) | 1.0 | 4 | 13
O=C1c2ccccc2S(=O)(=O)c2cc(N3CCC(C(=O)N4CCCCC4)CC3)ccc21 | 1.9 | -21 | 8
COCC(=O)N[C@H]1C=C[C@@H](CC(=O)NCc2ccccc2OC)O[C@@H]1CO | -0.7&0.5 | -5 | -3
COc1cccc(C2NC(=S)N(Cc3ccc(F)cc3)C(C)=C2C(C)=O)c1 (stereo unspecified) | 0.4 | 10 | 6
COC(=O)[C@@]12C[C@@H](CC(=O)NCCCN3CCCC3=O)C(=O)N(Cc3ccccc3)C1=CCC(C)(C)C2 | -0.4 | -2 | -5
O=C(NC1CCCCC1)C(c1ccccc1)n1c(=O)c(-c2cc3ccccc3[nH]2)nc2ccccc21 (stereo unspecified) | 0.5 | 0 | -16
C[C@@H]1CN([C@@H](C)CO)C(=O)CCCn2cc(nn2)CO[C@H]1CN(C)C(=O)Nc1ccc(F)cc1 | 0.4&1.7 | -5 | -1
CCCNC(=O)C[C@H]1CC[C@@H]2[C@H](COC[C@@H](O)CN2C(=O)c2ccccn2)O1 | -0.5&1.5 | 4 | -7
CCC(C(=O)NC(C)(C)C)n1c(-c2cccc(NC(C)=O)c2)nc2ccccc21 (stereo unspecified) | 0.7 | -6 | -2
C[C@H](CO)N1C[C@H](C)[C@@H](CN(C)C(=O)Nc2cccc(C(F)(F)F)c2)OCc2cn(nn2)CCCC1=O | -0.3&0.0 | 5 | -1
COCCNC(=S)N(C)[C@H]1C[C@H]2c3[nH]c4c(-c5ccccc5)cccc4c3CCN2C[C@H]1[C@H](C)O | 0.7 | -7 | -11
COc1ccc(C(=O)C(=O)N2CCN(c3ccc(C)cc3)CC2)cc1OC | 1.0 | -7 | -1
COC(=O)[C@]12C[C@H](CC(=O)NCc3cccs3)C(=O)N(Cc3ccccc3)C1=C[C@H](C1CCCC1)O[C@@H]2C | 1.1 | -2 | 5
Cc1cccc(C)c1NC(=O)C(c1ccc(C(F)(F)F)cc1)n1c(=O)c(-c2ccco2)nc2ccccc21 (stereo unspecified) | -0.2 | 1 | 15
CCc1cc2c(nc1CC)CCCN2C | 0.5 | -1 | -44
CN1C(=O)C2CC(O)C(SC3CC4C(=O)N(C)C(=O)C4CC3O)CC2C1=O (stereo unspecified) | 0.1 | 0 | -6
O=C(NCC1CCN(C(=O)C(=O)c2cccs2)CC1)c1ccncc1 | 1.6 | 2 | -4
C[C@H](CO)N1C[C@H](C)[C@H](CN(C)C(=O)C2CCCCC2)OCc2cnnn2CCCC1=O | 0.7&1.3&1.0 | 6 | -7
CC(C)C[C@H]1COc2c(Cl)cccc2S(=O)(=O)N1Cc1cccc(Cl)c1 | -0.9 | -2 | 15
COc1ccccc1S(=O)(=O)N(C)C[C@H]1Oc2cc(Br)ccc2S(=O)(=O)N([C@H](C)CO)C[C@H]1C | 1.8&-9.1 | -2 | 14
CC(C)C[C@@H]1COc2cc(N3CCOCC3)ccc2S(=O)(=O)N1 | -1.6 | -2 | -7
O=C1Nc2ccccc2-n2nnnc2C1N1CCN(C(=O)c2ccco2)CC1 (stereo unspecified) | 1.2 | -3 | 9
CCN1CCN(Cc2ccc(NC(=O)c3cccc(-c4ccc5nc(NC(=O)C6CC6)sc5n4)c3)cc2C(F)(F)F)CC1 | 1.2 | -6 | 12
FC(F)(F)c1ccccc1CN1CCCc2nc(-c3ccc(Br)cc3)ccc21 | 1.5 | 2 | 5
CCOC(=O)N1CCN(C(=O)C[C@@H]2C[C@@]3(C(=O)OCC)CCCC=C3N(CCC3=CCCCC3)C2=O)CC1 | 1.0 | -6 | 23
CN(c1ccc(NC(=O)Cc2c[nH]c3ccccc23)cc1)c1ccccn1 | 0.5 | -4 | 3
C=CCNc1cccc2c1S(=O)(=O)N[C@@H](Cc1ccccc1)CO2 | 1.2 | -4 | -3
COC(=O)C[C@@H]1CC[C@@H]2[C@H](COc3ccc(NC(=O)Nc4c(C)noc4C)cc3C(=O)N2C)O1 | 0.1 | -5 | -4
CCCCNc1cccc2c1S(=O)(=O)N[C@H](Cc1ccccc1)CO2 | 0.2 | 14 | 20
CCc1c(C)nc(SCC(=O)N2CCc3ccccc32)[nH]c1=O | 0.6 | -7 | 6
O=c1[nH]c2cccnc2n1-c1cccc([N+](=O)[O-])c1 | 2.2 | -34 | -7
Cc1ccc(S(=O)(=O)Nc2ccccc2[N+](=O)[O-])cc1 | 5.1 | 6 | -1
CC(C)OC(=O)[C@@H](Cc1ccccc1)N[C@H](/C=C/c1ccccc1)[C@@H](O)Cc1ccccc1 | 1.5 | 4 | 25
COC(=O)C[C@H]1CC[C@H]2NC[C@@H](O)COC[C@@H]2O1 | 0.8 | -1 | -9
CCCCc1c(-c2ccccc2OC)ncn1Cc1ccc(Br)cc1 | 2.2 | 3 | 9
O=C(NC1CCCCC1)C(C1CC1)n1c(=O)c(-c2ccco2)nc2ccccc21 (stereo unspecified) | 0.5 | -4 | 14
Cn1nc(C(C)(C)C)cc1C(=O)NCC1CCN(C(=O)C(=O)c2cc3ccccc3o2)CC1 | 1.0 | 0 | -4
C[C@]12Cc3ccccc3C1CC1=N[C@@H](c3ccccn3)O[C@@]13C[C@@H]2C(=O)N3C1CCN(Cc2ccccc2)CC1 (stereo partly specified) | 1.3 | -14 | -4
O=C(N[C@@H](Cc1cccnc1)C(=O)N1CCC[C@H]1C(=O)NCc1ccccc1)c1ccc(Cl)c(Cl)c1 | 2.2 | 0 | 3

New compounds follow.
SMILES | TcdB GH inh | PrPC surface inh | CCHFV vOTU inh
CC(=O)[C@H]1CC[C@@H](c2ccccc2)N(S(=O)(=O)c2ccc(C)cc2)C1 | 2.5 | -1 | 3
COC(=O)Cn1cc(C=C2C(=O)N(C)C(=O)N(C)C2=O)c2ccccc21 | -0.2 | 2 | -6
COC(=O)C1=C(C)N(Cc2ccccc2C(F)(F)F)C(=NCc2ccc(OC)cc2)NC1c1cccc(Cl)c1 (stereo unspecified) | 1.9 | -8 | 7
CCCCCCCCN1C(=O)[C@@H](CC(=O)NCC2CCCCC2)C[C@@]2(C(=O)OC)C1=C[C@H](C(C)(C)C)O[C@@H]2C | 0.8 | 7 | 5
Cc1ccc2nc(-c3cccc(Cl)c3)c(Cc3ccsc3)n2c1 | 1.4 | -5 | -2
COC(=O)c1cc2c(c3c4cc(F)ccc4n(S(=O)(=O)c4ccccc4)c13)C(=O)N(Cc1ccco1)C2 | 0.7 | -2 | 0
O=C(Nc1ccc(F)cc1)N[C@@H]1CC[C@@H](CCn2cc(-c3ccc(F)cc3)nn2)O[C@@H]1CO | -1.0&-1.1 | 6 | 10
COC(=O)c1ccc2nc(-c3cccc(Cl)c3)c(Cc3ccccc3C(F)(F)F)n2c1 | 1.1 | -1 | 14
COC(=O)CC#C[C@H](C)[C@@H](NS(C)(=O)=O)C1CCCCC1 | 1.4 | 1 | 0
CCC(c1nc2ccccc2[nH]1)n1c(-c2cccnc2)nc2ccccc21 (stereo unspecified) | 0.6 | 7 | -3
CCCc1c(Cc2cccc(F)c2)ncn1CCc1ccccc1OC | 0.9 | 11 | 19
C[C@H](O)[C@@H]1C(=O)N2CCc3c([nH]c4cccc(-c5ccccc5)c34)[C@@H]2C[C@@H]1N(C)C(=O)NC1CCCCC1 | 1.4 | -1 | -3
COC(=O)C1=C(C)N(Cc2cccc(C(F)(F)F)c2)C(=NCC2CC2)NC1c1ccccc1 (stereo unspecified) | 0.1 | -13 | 4
COC(=O)[C@]12C[C@H](CC(=O)NCc3ccc(C)o3)C(=O)N(CCC3=CCCCC3)C1=C[C@H](C(C)(C)C)O[C@@H]2C | 1.6 | 8 | 30*
Cc1ccc(C)c(N2CCN(CCCNC(=O)CCC(=O)N3CCOc4ccc(Cl)cc43)CC2)c1 | 1.2 | -16 | 16
Cc1cc(NC(=O)c2cnccn2)no1 | 1.6 | -3 | 0
O=C(Nc1ccc2c(c1)OCCO2)C(c1ccccc1F)n1c(=O)c(-c2cc3ccccc3[nH]2)nc2ccccc21 (stereo unspecified) | 0.1 | 2 | -1
CC1CCN(C(=O)c2[nH]cnc2C(=O)N(C)CCO)CC1 | 1.7 | -7 | -2
COc1ccc(C(C)(C)C)cc1NC(=O)OC[C@@H]1CSCCS(=O)(=O)N1 | 1.1 | 8 | 17
CCCCNC(=O)c1nc(-c2cnc(C)cn2)oc1-c1ccc(Cl)cc1 | -2.7 | 2 | 3
CCOC(=O)C1=CC[C@@H](c2ccccc2)C(C#N)(C#N)[C@H]1/C=C/c1ccccc1 | 0.6 | 8 | 14
CC(=O)C1CN(S(=O)(=O)c2ccc(C)cc2)C(c2ccccc2)CC1C (stereo unspecified) | 1.8 | 1 | 21
Cc1cc(Br)c2nc(-c3ccc(F)cc3)c(Cc3cccc(Cl)c3)n2c1 | 0.7 | 3 | -5
O=C(NCc1ccccc1)C(c1ccccc1)n1c(=O)c(-c2cc3ccccc3[nH]2)nc2ccccc21 (stereo unspecified) | -0.3 | -2 | -11
CC(=O)O[C@H]1C=C[C@@H](NC(=O)OC(C)(C)C)C1 | 0.6 | 1 | -4
CN(CCO)C(=O)c1nc[nH]c1C(=O)N1CCN(c2ccccc2)CC1 | 0.7 | -6 | -8
CC1=NN(c2nc(-c3ccc(C#N)cc3)cs2)C(=O)C1 | 0.5 | -1 | -1

Filtered by structure: those above containing an NH in an aromatic ring.
SMILES | TcdB GH inh | PrPC surface inh | CCHFV vOTU inh
O=C(NC1CCCCC1)C(c1ccccc1)n1c(=O)c(-c2cc3ccccc3[nH]2)nc2ccccc21 (stereo unspecified) | 0.5 | 0 | -16
COCCNC(=S)N(C)[C@H]1C[C@H]2c3[nH]c4c(-c5ccccc5)cccc4c3CCN2C[C@H]1[C@H](C)O | 0.7 | -7 | -11
CN(c1ccc(NC(=O)Cc2c[nH]c3ccccc23)cc1)c1ccccn1 | 0.5 | -4 | 3
CCc1c(C)nc(SCC(=O)N2CCc3ccccc32)[nH]c1=O | 0.6 | -7 | 6
O=c1[nH]c2cccnc2n1-c1cccc([N+](=O)[O-])c1 | 2.2 | -34 | -7
CCC(c1nc2ccccc2[nH]1)n1c(-c2cccnc2)nc2ccccc21 (stereo unspecified) | 0.6 | 7 | -3
C[C@H](O)[C@@H]1C(=O)N2CCc3c([nH]c4cccc(-c5ccccc5)c34)[C@@H]2C[C@@H]1N(C)C(=O)NC1CCCCC1 | 1.4 | -1 | -3
O=C(Nc1ccc2c(c1)OCCO2)C(c1ccccc1F)n1c(=O)c(-c2cc3ccccc3[nH]2)nc2ccccc21 (stereo unspecified) | 0.1 | 2 | -1
CC1CCN(C(=O)c2[nH]cnc2C(=O)N(C)CCO)CC1 | 1.7 | -7 | -2
O=C(NCc1ccccc1)C(c1ccccc1)n1c(=O)c(-c2cc3ccccc3[nH]2)nc2ccccc21 (stereo unspecified) | -0.3 | -2 | -11
CN(CCO)C(=O)c1nc[nH]c1C(=O)N1CCN(c2ccccc2)CC1 | 0.7 | -6 | -8

These rows are one share of the data (hit frequency here may not be typical).
